From PubChem
GLD-1 RNA inh = GLD-1/TGE RNA complex disruptors, primary screen, biochemical, fluorescence polarization; Female germline-specific tumor suppressor gld-1 (Caenorhabditis elegans), Q17339; purified GLD-1 + fluorescein TGE RNA; inhibition, % at 5.96 µM; 320,000 tested, 0.44% active; AID 2280, 2010;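 active = percent inhibition above a per-plate cutoff, the plate mean of test compounds plus 3 SD, cut at about 30% in these data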;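 note: 0% = DMSO wells with GLD-1 and probe and 100% = wells lacking GLD-1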
MEX-5 binding = MEX-5 zinc finger RNA-binding disruptors – biochemical, C. elegans, fluorescence polarization, MLPCN library, primary screen. MEX-5/FITC-TCR2 RNA binding; stronger effect = lower value. 300,000 tested, 0.38% active. Zinc finger protein mex-5 (Caenorhabditis elegans), Q9XUB2. activity score (negative = inhibition of binding), % at 10 µM;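 active = inhibition past about -25% in most replicates, and total fluorescence under double the plate's negative control median, limit read from the data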;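 note: 0% = DMSO and -100% = 5 µM competing unlabeled TCR2 RNA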
VLA-4 inh = inhibition in human VLA-4 binding assay, primary screen, VLA-4 allosteric modulator project, MLPCN library, flow cytometry, VLA-4 expressing cells | ligand binding flow cytometry | Integrin alpha-4 (Homo sapiens), P13612 | inhibition, % (about 7 µM as worked out from the volumes in the protocol) | 330,000 tested, 0.2% active; in the data active = inhibition above about 50%
Bcl-xL primary = inhibitors of human Bcl-xL, primary screen, biochemical, fluorescence polarization, HTS | Bcl-2-like protein 1 (Homo sapiens), Q07817 | GST-Bcl-xL / FITC-Bim BH3 peptide fluorescence polarization | inhibition, % at 10.9 µM | 320,000 tested, 0.7% active | AID 2129, 2009;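 active = inhibition above the mean of all tested compounds plus 3 SD, cutoff set per campaign, cut at about 30% in these data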;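 note: 0% = DMSO wells and 100% = unlabeled Bim-BH3 peptide competitor; inhibitors lower millipolarization by displacing the labeled peptide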
Target sequence (Q07817 whole entry, looked up): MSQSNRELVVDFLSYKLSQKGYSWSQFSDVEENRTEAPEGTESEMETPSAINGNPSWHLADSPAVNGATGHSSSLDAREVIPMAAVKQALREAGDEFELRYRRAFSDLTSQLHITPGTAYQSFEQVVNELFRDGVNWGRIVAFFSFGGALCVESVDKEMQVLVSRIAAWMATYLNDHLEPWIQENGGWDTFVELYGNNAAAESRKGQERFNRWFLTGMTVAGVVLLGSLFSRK
Efflux pump mplx = inhibitors of Candida efflux pumps in yeast, primary screen, S. cerevisiae, Nile Red, multiplex | S. cerevisiae Candida pump triplex | inhibition, % at 10 µM | 330,000 tested, 0.44% active | AID 485275, 2010;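 active = plate passing quality check with inhibition over a set limit, or well fluorescence over plate mean plus 4 SD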;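 note: Nile Red retained in pooled yeast measured as flow cytometry median fluorescence; 0% = buffer negative control and 100% = Enniatin B positive control; higher means more Nile Red kept so more efflux inhibition; some compounds called inactive have numbers as strong as hits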
PME-1 primary = PME-1 inhibitors via competitive probe labeling, primary screen, biochemical, fluorescence polarization, FP-Rh probe, HTS | inhibition, % at 5.9 µM | Protein phosphatase methylesterase 1 (Homo sapiens), Q9Y570 | 320,000 tested, 0.53% active | recombinant PME-1;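 active = inhibition above the campaign mean of all compounds plus 3 SD, cut at about 26% in these data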;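 note: competitive labeling of PME-1 active site by serine hydrolase directed probe; 0% = PME-1 with DMSO and 100% = wells lacking PME-1 enzyme; inhibitors block probe labeling so polarization falls and inhibition rises; many of its hits are not listed in these tables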
GRK2 aptamer HTS = compounds blocking aptamer binding on GRK2 – biochemical, human GRK2, bead flow cytometry, HTS, primary screen; FAM-aptamer displacement from GRK2; inhibition of aptamer binding, % at 10 µM; 330,000 tested, 0.59% active;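 active = inhibition of aptamer binding above 40%, roughly 3 SD of noise, on plates passing a quality check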;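 note: median bead fluorescence of bound FAM aptamer so fluorescent compounds give negative values; no value below 0 was filed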
Target sequence (P25098 whole entry, looked up): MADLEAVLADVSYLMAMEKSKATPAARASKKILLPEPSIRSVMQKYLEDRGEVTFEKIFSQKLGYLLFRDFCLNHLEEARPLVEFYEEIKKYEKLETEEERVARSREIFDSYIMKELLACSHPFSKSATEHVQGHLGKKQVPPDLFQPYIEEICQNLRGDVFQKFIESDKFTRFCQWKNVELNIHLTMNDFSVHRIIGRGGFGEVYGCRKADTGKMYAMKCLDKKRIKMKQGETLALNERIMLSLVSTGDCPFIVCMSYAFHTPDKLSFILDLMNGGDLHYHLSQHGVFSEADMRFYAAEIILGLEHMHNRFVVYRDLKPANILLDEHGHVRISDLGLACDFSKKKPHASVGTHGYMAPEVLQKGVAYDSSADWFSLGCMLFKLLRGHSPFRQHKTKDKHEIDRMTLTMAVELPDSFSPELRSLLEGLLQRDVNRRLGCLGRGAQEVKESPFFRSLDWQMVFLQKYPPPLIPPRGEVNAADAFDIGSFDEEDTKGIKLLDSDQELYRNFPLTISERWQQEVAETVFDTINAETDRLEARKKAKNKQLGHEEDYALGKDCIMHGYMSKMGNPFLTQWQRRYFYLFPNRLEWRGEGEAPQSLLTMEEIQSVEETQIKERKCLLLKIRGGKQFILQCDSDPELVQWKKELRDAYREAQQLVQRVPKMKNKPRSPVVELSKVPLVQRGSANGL
MCL1 BIM primary = inhibitors of MCL1 binding to BIM-BH3, primary screen, biochemical, fluorescence polarization; Induced myeloid leukemia cell differentiation protein Mcl-1 (Homo sapiens), Q07820; GST-MCL1 / FITC-Bim-BH3 fluorescence polarization; inhibition, % at 10.9 µM; 320,000 tested, 0.68% active; AID 2057, 2009;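 active = inhibition above the mean inhibition of all tested compounds plus 3 SD, set per campaign, cut at about 40% in these data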;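 note: 0% = DMSO wells and 100% = unlabeled Bim-BH3 peptide control; higher means more loss of mP so more displacement of Bim peptide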
Fam108B counter = mouse Fam108B serine hydrolase inhibitors, primary screen, counter-screen for RBBP9 inhibitor project, biochemical, fluorescence polarization | 300,000 tested, 0.33% active | AID 1947, 2009 | inhibition, % at 9.51 µM | recombinant Fam108B, FP-Rh probe fluorescence polarization;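 active = inhibition above the screen mean inhibition plus 3 SD, computed separately per campaign, cut at about 18% in these data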;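 note: inhibitors lower polarization as less probe binds the enzyme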
The depositor's hits bear a star; / = not tested or not shown. Not all compounds are listed; the hit share may differ from the screen's.

SMILES	GLD-1 RNA inh	MEX-5 binding	VLA-4 inh	Bcl-xL primary	Efflux pump mplx	PME-1 primary	GRK2 aptamer HTS	MCL1 BIM primary	Fam108B counter
COc1ccc(-c2c(N)n[nH]c2C)cc1OC	2	-0.9	21	0	-0.1	4	2	-4	-1
Cc1cc(C)n2nc(SCc3nnc(SCc4ccccc4Cl)s3)nc2n1	-2	1.3	-6	5	0.0	5	0	-1	1
CS(=O)(=O)N(CC(=O)N1CCN(Cc2ccc3c(c2)OCO3)CC1)Cc1ccc(Cl)cc1	-2	-0.2	11	3	-3.4	1	1	3	-1
O=C(/C=C/c1cn(-c2ccccc2)nc1-c1ccc2c(c1)OCCO2)NCCO	7	-1.0	-4	2	0.1	-20	0	8	-10
Cc1csc(NC(=O)c2cc3c(s2)CCC3)n1	4	2.6	7	5	0.0	-2	1	-2	-5
CCOc1ccc2oc(C(=O)N(CCOC)c3c(N)n(CC(C)C)c(=O)[nH]c3=O)c(C)c2c1	-1	/	11	-2	-0.1	1	0	-4	/
O=c1[nH]c(C2CCCN(S(=O)(=O)c3ccccc3Cl)C2)nc2c1nnn2Cc1ccc2c(c1)OCCO2 (stereo not given)	5	0.9	-22	-1	0.1	20	2	-12	-12
CCOc1ccc(OCCOCCN2CCOCC2)cc1	6	-1.1	-2	3	0.0	1	3	3	5
Cc1cc(C)c(S(=O)(=O)Nc2ccc(N3CCOCC3)cc2)c(C)c1	2	-0.1	9	8	0.2	-3	4	3	-3
O=C(CC1C(=O)NCCN1Cc1ccccc1C(F)(F)F)NC1CCCCC1 (stereo not given)	10	0.0	-98	16	0.0	0	2	18	-2
O=c1cc(CN2CCN(c3ccc(F)cc3)CC2)c2cc3c(cc2o1)CCCC3	6	-1.9	-10	-2	0.3	3	0	-6	0
O=C(O)c1nn(-c2ccc(F)cc2)ccc1=O	12	-0.6	-7	3	0.0	4	5	8	12
COc1ccc(C(=O)CSc2nnc(-c3ccco3)o2)cc1	-7	-6.0	35	3	0.7	-4	0	-1	-4
COc1cccc2c(N/N=C/c3ccc(O)c(O)c3)cc(C)nc12	7	-5.8	12	19	-0.1	-12	0	41*	-3
O=c1[nH]n2c(-c3ccccc3)nc(O)c2c2ccccc12	4	-0.2	5	-1	0.0	0	0	-6	-4
O=C(NNS(=O)(=O)c1ccc(C(=O)NC2CCCC2)cc1)c1ccncc1	-1	0.9	2	4	0.0	-7	1	7	-4
CC1CC(C)CN(C(=O)COC(=O)C2CCN(S(=O)(=O)c3c(Cl)cccc3Cl)CC2)C1 (stereo not given)	0	-0.1	-5	2	0.1	-2	1	-3	-3
Cc1cccc(OCCCN2CCOCC2)c1C	-3	-1.2	4	-5	0.1	1	0	-13	-4
Cc1ccc(N(CC(=O)Nc2cc(Cl)ccc2Oc2ccccc2)S(C)(=O)=O)c(C)c1	9	-0.2	17	-1	0.0	-7	0	-8	-3
Cc1ccc(NC(=O)COC(=O)C2CC2C)c(S(=O)(=O)N2CCCCC2)c1 (stereo not given)	6	-1.0	1	4	0.0	-1	3	-1	3

2 records picked at random from those above:
SMILES	GLD-1 RNA inh	MEX-5 binding	VLA-4 inh	Bcl-xL primary	Efflux pump mplx	PME-1 primary	GRK2 aptamer HTS	MCL1 BIM primary	Fam108B counter
COc1cccc2c(N/N=C/c3ccc(O)c(O)c3)cc(C)nc12	7	-5.8	12	19	-0.1	-12	0	41*	-3
CC1CC(C)CN(C(=O)COC(=O)C2CCN(S(=O)(=O)c3c(Cl)cccc3Cl)CC2)C1 (stereo not given)	0	-0.1	-5	2	0.1	-2	1	-3	-3

(further entries)
SMILES	GLD-1 RNA inh	MEX-5 binding	VLA-4 inh	Bcl-xL primary	Efflux pump mplx	PME-1 primary	GRK2 aptamer HTS	MCL1 BIM primary	Fam108B counter
COc1ccc2nc(NC(=O)c3cccc(OCc4c(C)noc4C)c3)sc2c1	7	-0.1	7	3	-0.1	-19	0	6	-11
N#CCCSc1ccccc1NC(=O)c1cc(=O)c2ccccc2o1	-6	3.0	5	4	0.0	-8	0	8	1
CCOC(=O)c1ccccc1-n1nnnc1C	0	1.7	7	9	0.0	1	0	8	-5
CN1C(=O)CS/C1=N\NC(=O)COc1cccc2cccnc12	-7	-0.6	-22	5	-0.1	0	0	1	7
O=C1NCCN1c1ncc([N+](=O)[O-])s1	1	/	9	6	0.0	-9	2	6	-3
CCOc1ccccc1CN1CCN(Cc2cccc3c2OCO3)CC1CCO (stereo not given)	5	-2.7	-8	6	0.1	-4	0	12	2
Cc1ccc(CN(Cc2ccco2)C(=S)NCC(=O)NCc2cccnc2)cc1	2	0.2	-6	5	-0.2	0	0	8	-2
C=C(C)C1CC=C(CN2CCC(O)CC2)CC1 (stereo not given)	4	1.4	-6	6	0.0	3	0	2	-2
Nc1nc(NCc2ccco2)nc(N2CCOCC2)c1[N+](=O)[O-]	-9	-0.1	2	2	-0.1	-3	0	-3	4
COCCNC(=O)/C(C#N)=C/c1ccc(O)cc1	10	-2.0	2	-2	-0.2	0	0	-6	-3
COC(CNC(=O)c1ccc2c(c1)ncn2-c1cc(C)cc(C)c1)OC	1	1.2	11	1	-0.3	-5	0	-1	0
CCOc1ccc(C(=O)CSCC(=O)O)cc1	5	0.9	4	1	0.0	-2	0	6	1
O=C(CCN1C(=O)/C(=C/c2cccc(Br)c2)SC1=S)NNC(=O)c1cccnc1	-8	-2.9	6	-6	0.5	-8	11	5	-5
COC(=O)c1ccc(NC(=S)Nc2cccc(C)n2)cc1	1	-0.1	-10	8	-0.1	-1	0	6	0
Nc1nonc1-n1nnc(C(=O)N/N=C/c2ccccc2O)c1CN1CCCC1	2	-2.9	2	2	-0.1	-9	1	2	-1
CC1=CC2=NC(=O)/C(=C\c3cc(C)n(-c4ccc(F)cc4)c3C)C(=N)N2O1	11	-3.5	-2	1	0.3	0	0	-8	2
O=S(=O)(NCCc1ccccc1)c1cccc2nsnc12	4	-3.2	17	-2	-0.1	0	5	-2	0
CC1(C)CC(=O)C=C(NNC(=O)c2ccccc2O)C1	53*	-2.8	5	16	-0.8	-2	0	17	1
COc1ccc(Br)cc1S(=O)(=O)NNC(=O)c1c(C)nc2ccccn12	2	0.0	32	5	-0.2	1	0	2	-2
COc1ccc(NC(=O)CN2CCN(CC(=O)Nc3ccccc3Cl)CC2)cc1	-1	-1.9	11	11	0.0	-6	0	2	1
CCN(C[C@H]1N[C@@](CC)(C(=O)OC)[C@H]2C(=O)N(Cc3ccccc3)C(=O)[C@@H]12)C(=O)NC(C)C	-4	/	-10	/	0.0	/	1	/	/
COc1ccccc1NC(=O)Cc1noc(CSc2nnc(C(F)(F)F)n2C)n1	5	3.5	20	-1	0.0	5	0	2	-2
NN1C(=O)/C(=C\c2ccco2)SC1=S	3	1.4	-4	17	0.1	0	0	55*	5
CS(=O)(=O)c1ccc(C(=O)OCC(=O)N(CCc2ccccc2)Cc2ccccc2)cc1	0	-2.6	3	-2	0.1	0	1	0	-1
Cc1cccnc1NC(=O)c1csnn1	0	-1.1	2	4	-0.1	2	0	8	2
Cc1ccc(NC(=O)CSC(C)C(=O)NCCc2ccccn2)cc1 (stereo not given)	-1	-3.1	0	3	-0.1	11	2	-1	2
COc1ccc(S(=O)(=O)NNc2nc(C)cc(C)n2)cc1[N+](=O)[O-]	4	-2.6	4	-10	0.0	-2	6	-10	2
COc1ccc(CNC(=O)C2CCCN(C(=O)Nc3ccccc3OC)C2)cc1 (stereo not given)	4	-1.1	-5	2	0.4	3	4	-2	-1
CCOC(=O)C1=C(C)N=c2s/c(=C/c3cccc([N+](=O)[O-])c3O)c(=O)n2C1c1cc(OC)c(OC)c(OC)c1 (stereo not given)	-2	1.1	-111	18	0.6	-11	2	17	-5
COCCNC(=O)/C(C#N)=C/c1c(N2CCN(C)CC2)nc2ccccn2c1=O	3	0.1	15	14	0.1	-3	0	6	-8
O=c1[nH]c(CSc2nc(-c3ccc(F)cc3)cs2)nc2ccccc12	-1	-1.6	7	2	0.0	-4	0	-2	0
O=S(=O)(c1cccs1)N1CCc2ccccc21	2	2.4	1	5	-0.2	5	1	-1	-2
CCOC(=O)C1CCN(S(=O)(=O)c2ccccc2[N+](=O)[O-])CC1	8	3.1	-15	1	0.0	4	1	0	2
O=C(CN1CCC(C(=O)c2ccc(F)cc2)CC1)Nc1ccccc1	3	0.4	9	1	-0.1	2	5	-2	2
CCOC(=O)C1CCN(C(=O)COC(=O)c2oc3ccc(OC)cc3c2C)CC1	-1	/	6	9	0.0	0	1	5	/
COc1cc2c(cc1NC(=O)c1cccnc1)CCCC2	0	-2.3	-1	4	0.1	0	2	5	0
COc1ccc(OCC(=O)Nc2nnc(S(=O)(=O)N3CCCCCC3)s2)cc1	3	0.1	2	8	-0.6	1	2	6	0
CC(C)(C)c1nc(SCC(=O)N2CCCC2)c2ccccc2n1	1	-1.2	32	-3	0.0	-2	0	0	-2
CCN(CC(=O)Nc1ccc(Br)cc1)C(=O)c1nc2nc(C)cc(C)n2n1	3	/	-1	-8	0.0	-3	0	-12	/
CCOC(=O)C1Sc2[nH]c(=O)sc2C(c2ccc(Cl)cc2)C1C(=O)OCC (stereo not given)	-1	0.2	19	11	-0.3	9	0	28	-1
COc1ccc(OC)c(C(=O)NC(CC(N)=O)c2ccc(NCCN3CCCCC3)c([N+](=O)[O-])c2)c1 (stereo not given)	2	0.0	5	-1	-0.1	3	2	8	-2

By substructure, the entries above containing two or more sulfur atoms
SMILES	GLD-1 RNA inh	MEX-5 binding	VLA-4 inh	Bcl-xL primary	Efflux pump mplx	PME-1 primary	GRK2 aptamer HTS	MCL1 BIM primary	Fam108B counter
Cc1cc(C)n2nc(SCc3nnc(SCc4ccccc4Cl)s3)nc2n1	-2	1.3	-6	5	0.0	5	0	-1	1
Cc1csc(NC(=O)c2cc3c(s2)CCC3)n1	4	2.6	7	5	0.0	-2	1	-2	-5
O=C(CCN1C(=O)/C(=C/c2cccc(Br)c2)SC1=S)NNC(=O)c1cccnc1	-8	-2.9	6	-6	0.5	-8	11	5	-5
O=S(=O)(NCCc1ccccc1)c1cccc2nsnc12	4	-3.2	17	-2	-0.1	0	5	-2	0
NN1C(=O)/C(=C\c2ccco2)SC1=S	3	1.4	-4	17	0.1	0	0	55*	5
O=c1[nH]c(CSc2nc(-c3ccc(F)cc3)cs2)nc2ccccc12	-1	-1.6	7	2	0.0	-4	0	-2	0
O=S(=O)(c1cccs1)N1CCc2ccccc21	2	2.4	1	5	-0.2	5	1	-1	-2
COc1ccc(OCC(=O)Nc2nnc(S(=O)(=O)N3CCCCCC3)s2)cc1	3	0.1	2	8	-0.6	1	2	6	0
CCOC(=O)C1Sc2[nH]c(=O)sc2C(c2ccc(Cl)cc2)C1C(=O)OCC (stereo not given)	-1	0.2	19	11	-0.3	9	0	28	-1
